Compound activity as filed in PubChem.
A549 viability – kills or reduces viability of A549 cells in Nrf2 counter-screen; Potency, µM (series often up to 46 µM), for the others: top-dose activity change, negative = cytotoxicity, hits mostly inhibitors; 390,000 compounds, 0.16% hits; AID 504648; A549 ARE-Fluc cells, CellTiter-Fluor viability, 18-24 h; also: potency is read from the fitted curve at half-maximal effect; % is scaled to controls: 0 for no effect and ±100 for the full control effect
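A549 ARE-Fluc cells in 5% FBS OPTI-MEM, 5000 cells/well, rested 2 h then exposed to compounds in concentration-response for 18-24 h at 37 °C. Viability by CellTiter-Fluor fluorescence (Ex 405/Em 525) after 30 min; luciferase luminescence (BugLite, 15 min, RT) read afterwards.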
EPAC2 antagonist – blocks human EPAC2 exchange factor; EPAC2 GEF exchange of Rap1B-BODIPY-GDP, fluorescence; Potency, µM (top dose mostly 114 µM), for the others: at the top dose activity, negative = inhibition, hits mostly inhibitors; 360,000 compounds, 0.18% hits; Q8WZA2; also: potency is read from the fitted curve at half-maximal effect; % is scaled to controls: 0 for no effect and ±100 for the full control effect; nearly all actives have a fitted effect of over 45% in size; many of its hits are not listed in these tables
Target sequence (Q8WZA2 whole entry, looked up): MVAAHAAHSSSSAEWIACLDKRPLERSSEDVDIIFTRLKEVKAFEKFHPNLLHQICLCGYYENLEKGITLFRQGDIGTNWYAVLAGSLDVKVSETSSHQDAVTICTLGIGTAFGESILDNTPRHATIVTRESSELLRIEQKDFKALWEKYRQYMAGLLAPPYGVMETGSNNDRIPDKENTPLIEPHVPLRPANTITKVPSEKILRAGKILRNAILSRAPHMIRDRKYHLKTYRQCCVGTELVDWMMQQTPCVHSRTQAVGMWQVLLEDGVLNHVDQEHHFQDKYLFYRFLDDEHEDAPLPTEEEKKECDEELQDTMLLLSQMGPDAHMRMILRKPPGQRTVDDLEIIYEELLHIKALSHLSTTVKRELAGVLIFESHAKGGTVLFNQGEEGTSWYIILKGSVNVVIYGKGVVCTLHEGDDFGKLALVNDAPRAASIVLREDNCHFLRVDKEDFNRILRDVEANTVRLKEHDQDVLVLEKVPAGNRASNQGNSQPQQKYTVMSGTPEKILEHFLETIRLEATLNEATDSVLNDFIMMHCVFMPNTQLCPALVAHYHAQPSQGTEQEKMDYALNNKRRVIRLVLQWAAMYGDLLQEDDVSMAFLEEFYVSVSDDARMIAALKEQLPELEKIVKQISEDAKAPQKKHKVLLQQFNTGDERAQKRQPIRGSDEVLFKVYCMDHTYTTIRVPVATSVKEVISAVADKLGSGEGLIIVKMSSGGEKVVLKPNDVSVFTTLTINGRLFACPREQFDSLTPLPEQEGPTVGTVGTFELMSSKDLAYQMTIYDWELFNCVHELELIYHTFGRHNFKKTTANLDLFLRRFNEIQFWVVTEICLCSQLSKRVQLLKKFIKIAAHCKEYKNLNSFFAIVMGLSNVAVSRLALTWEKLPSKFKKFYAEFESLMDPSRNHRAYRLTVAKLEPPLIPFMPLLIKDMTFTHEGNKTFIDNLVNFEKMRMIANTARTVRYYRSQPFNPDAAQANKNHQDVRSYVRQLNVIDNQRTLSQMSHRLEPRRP
Nrf2 ARE act – activators of Nrf2 (ARE) signaling; AREc32 ARE-luciferase reporter (MCF7-derived line), luminescence, 24 h; Potency, µM (series often up to 46.1 µM), for inactives: at the top dose activation, usual class: activators; 410,000 compounds, 0.31% hits; AID 624171; also: potency is read from the fitted curve at half-maximal effect; % of control where 0% means no effect; nearly all actives have a fitted effect of over 65% in size
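ARE-driven firefly luciferase activity in AREc32 cells measured after a 24 hr compound exposure at 37 deg C, using Steady-Glo reagent and a 30 min room-temperature hold.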
TGFb inhibitor – inhibitors of TGF-b signaling; HepG2 CAGA-GFP TGF-b/SMAD3 reporter, GFP fluorescence, 18 h; TGF-beta stimulated, 500 pg/mL final; Potency, µM (top dose mostly 46.1 µM), for the others: at the highest dose activity, negative = inhibition, hits mostly inhibitors; 410,000 compounds, 1.2% hits; AID 588855; also: potency is read from the fitted curve at half-maximal effect; % is scaled to controls: 0 for no effect and ±100 for the full control effect; nearly all actives have a fitted effect of over 65% in size
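Inhibition was scored as loss of TGF-beta-induced (500 pg/mL final, 18 hours, 37 degrees C) GFP in HEPG2 cells carrying a CAGA-GFP reporter, in DMEM with 1% FBS. Well GFP was summed per cell; Activity was normalised to unstimulated and stimulated DMSO wells, then concentration-response fitting.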
Nrf2 block – inhibitors of Nrf2 signaling; A549 ARE-Fluc reporter, luciferase luminescence, 18-24 h; Potency, µM (top dose mostly 46 µM), inactives show at the top dose activity change, negative = inhibition, usual class: inhibitors; 360,000 compounds, 2.1% hits; AID 504444; also: potency is read from the fitted curve at half-maximal effect; % is scaled to controls: 0 for no effect and ±100 for the full control effect; nearly all actives have a fitted effect of over 60% in size
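A549 ARE_Fluc cells, 5000/well, 5% FBS OPTI-MEM; compounds in dose-response, 18-24 h at 37 °C/5% CO2; CellTiter-Fluor viability read (Ex 405/Em 525), then BugLite luciferase luminescence = Nrf2 activity.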
CCT modulator – modulators of cytosolic chaperonin (CCT/TRiC) activity. activity change, % (concentration not given with the values), hits read low. 360,000 compounds, 0.3% hits. purified chaperonin ATPase assay, HTRF ADP detection, 30 min; in the data active = activity change below about -30%; also: % is scaled to controls: 0 for no effect and ±100 for the full control effect
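TRiC (40 or 20 nM final, by batch activity) in 30 mM Tris pH 7.4, 100 mM KCl, 5 mM MgCl2, 1 mM DTT was treated with compound at 76 uM single dose, then 10 uM ATP, 30 min at 37 °C. ADP was read by HTRF Transcreener.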
EPAC2 ag – activates human EPAC2 exchange factor. 360,000 compounds, 0.079% hits. EPAC2 activation, biochemical qHTS; response scale: 100% = 6.5 mM cAMP response. AID 720711. Potency, µM (top dose mostly 154 µM), for inactives: top-dose activation, actives largely listed as activators. Q8WZA2; also: potency is read from the fitted curve at half-maximal effect; nearly all actives have a fitted effect of over 50% in size
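Fluorescence exchange assay: 100 nM EPAC2 with 250 nM RAP1B-BODIPY-GDP and 50 uM GDP; compounds tested as a concentration-titration series (qHTS). Loss of Rap1-bound BODIPY-GDP fluorescence read at 480/540 nm; data normalized to 6.5 mM cAMP.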
pAkt inh – Akt phosphorylation inhibition. Neuro2A IGF-stimulated pAkt S473 HTRF, 20 min; active compounds read low. activity change, % for hits at 50 µM. AID 651550. 360,000 compounds, 0.32% hits; in the data active = activity change below about -80%; inconclusive = mostly about -51% to -80%; also: % is scaled to controls: 0 for no effect and ±100 for the full control effect
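Neuro2A cells (4,500/well, DMEM with 0.5% FBS) were treated with compound at a single 50 µM final concentration, stimulated with 6 nM IGF for 20 min at 37 °C, and lysed. Phospho-Akt Ser473 was read by HTRF as 665/615 ratio ×10^4.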
Mm-Cpn inhibitor – inhibitors of Methanococcus maripaludis chaperonin (MmCpn); purified Mm-Cpn ATPase, ADP Transcreener TR-FRET; Potency, µM (doses to about 76.9 µM), inactives show at the highest dose activity, negative = inhibition, most hits filed as inhibitors; 330,000 compounds, 0.031% hits; AID 504842; also: potency is read from the fitted curve at half-maximal effect; % is scaled to controls: 0 for no effect and ±100 for the full control effect; nearly all actives have a fitted effect of over 80% in size
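Reaction buffer contained 30 mM Tris pH 7.4, 100 mM KCl, 5 mM MgCl2 and 1 mM DTT. Mm-CPN (25 nM final) hydrolysed 10 uM ATP over 30 min at 37°C; ADP was read by HTRF.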
An asterisk follows results filed as active; i = inactive; ? = inconclusive; · = not tested or not shown. Unless noted, calls follow the shape of the dose curve; as a rule, active = well fitted curve in the direction sought with a large enough effect; inconclusive = small, poorly fitted or top-dose-only effect, or another doubt; inactive = no such curve, though single readings can be large; an effect the other way counts as inactive or inconclusive. An excerpt; count on the stated rates, not on these rows.

SMILES	A549 viability	EPAC2 antagonist	Nrf2 ARE act	TGFb inhibitor	Nrf2 block	CCT modulator	EPAC2 ag	pAkt inh	Mm-Cpn inhibitor
CC(=O)NCCn1c(SCC(=O)NCC2CCCO2)nc2ccccc2c1=O (stereo not given)	-5.4%	8.9%	-0.5%	-1.8%	12.3%	-1.2	-6.3%	i	1.2%
Cc1ccc2c(c1)C(=O)OC(C(=O)Nc1ncc(Cc3ccccc3)s1)C2 (stereo not given)	-0.7%	·	-0.6%	-4.2%	3.2%	·	·	·	·
Cc1ccc(NC(=O)Cn2c(=O)n(CCC(=O)NCCc3ccccc3)c(=O)c3ccccc32)cc1	-0.6%	·	0.0%	-7.5%	13.7%	·	·	·	·
N#C/C(=C\c1ccc(N2CCOCC2)o1)C(=O)N1CCOCC1	-16.9%	-11.7%	3.3%	7.0%	?	-2.5	24.7%	i	-1.2%
COc1ccc(S(=O)(=O)N2CCC(C(=O)NCC3CCCO3)CC2)cc1 (stereo not given)	-14.8%	9.3%	-0.4%	4.9%	·	-0.8	2.4%	·	-1.3%
N#Cc1ccccc1Cn1c(=O)n(CCCCC(=O)NCc2ccc3c(c2)OCO3)c(=O)c2ccccc21	-0.4%	·	-0.8%	0.0%	-18.8%	·	·	·	·
COc1ccc(S(=O)(=O)N2CCc3ccccc32)cc1C(=O)OCC(=O)c1c(N)n(C)c(=O)n(C)c1=O	-15.7%	20.9%	3.9%	8.2%	3.3%	1.4	7.1%	i	-7.9%
OC[C@@H]1CN(Cc2cccs2)C[C@H](n2cnc3c(N4CCOCC4)ncnc32)O1	·	13.4%	-0.8%	-6.5%	·	1.0	5.9%	i	·
CCOC(=O)CC1COCCN1Cc1cn[nH]c1-c1cc(OC)c(OC)c(OC)c1 (stereo not given)	-7.4%	16.4%	4.4%	8.5%	-8.6%	0.1	4.7%	i	0.6%
O=C(CCl)N1c2ccccc2OCC1c1ccccc1 (stereo not given)	-0.9%	-1.0%	9.4%	0.0%	-2.9%	-3.1	2.1%	i	-0.2%
Cc1cccc(OCC(=O)N2CCC(c3ccccc3)C2)c1 (stereo not given)	7.7%	-3.3%	3.3%	1.5%	?	0.8	6.4%	i	-0.4%
O=C(CSc1nc(C2CC2)nc2c1cnn2-c1ccccc1)Nc1c[nH]c(=O)[nH]c1=O	13.4%	5.9%	4.0%	?	6.5%	-1.9	-3.0%	i	-1.7%
COCCNC(=S)NNC(=O)c1ccco1	0.5%	-0.4%	0.4%	-20.5%	29.0%	-1.1	13.9%	i	-0.4%
Cc1ccc(NC2CCCN(C(=O)CCC3=NNC(=O)CC3)C2)cc1C (stereo not given)	11.9%	-9.6%	0.1%	-10.6%	16.2%	0.8	-4.5%	i	1.7%
CCCCN1C(N)=NC[C@@H]1C(C)O (stereo not given in full)	0.4%	7.1%	-1.7%	-0.5%	-3.4%	-0.8	8.3%	i	·
COc1ccc(S(=O)(=O)NNC(=O)c2cc3c4ccccc4n(C)c3s2)cc1	3.3%	-6.2%	2.2%	1.1%	4.7%	-0.2	11.9%	i	-0.9%
COc1ccc(NC(=O)C23CC4CC(C2)CC(n2cnc(Br)n2)(C4)C3)c(C)c1	3.9%	5.3%	-0.2%	-10.1%	2.5%	-1.6	-1.1%	i	-2.3%
Cc1ccc(NS(=O)(=O)c2cc(NC(=O)c3cc4c(s3)CCCC4)ccc2C)c(C)c1	0.1%	0.9%	0.0%	5.2%	-14.6%	-5.6	2.6%	i	-8.1%
CCN(CC(=O)Nc1ccc(OC)cc1)C(=O)c1ccc(N2CCCC2=O)cc1	-6.3%	19.2%	0.1%	-1.7%	-5.5%	0.1	2.2%	i	-0.4%
CC1CCc2c(sc(NC(=O)c3cc(-c4ccc(Br)cc4)on3)c2C(N)=O)C1 (stereo not given)	-1.9%	·	-0.8%	-10.4%	18.9%	·	·	·	·
CCOc1ccc(NC(=O)Cn2c(=O)n(CCCCCC(=O)NCc3ccccc3)c(=O)c3sccc32)cc1	-11.1%	·	0.0%	-1.5%	?	·	·	·	·
CCn1c(CSc2n[nH]c(N)n2)nc2cc(C(=O)O)ccc21	2.6%	23.5%	-0.3%	8.7%	-1.8%	-3.5	-2.1%	i	-3.2%
COc1ccccc1OCC(=O)Nc1cc(Cl)ccc1N1CCCCC1	16.6%	-21.7%	0.1%	0.0%	2.9%	-1.7	18.8%	i	-1.1%
COCCn1nnnc1C(c1ccccc1)N1CCN(C(=O)c2ccco2)CC1 (stereo not given)	0.5%	0.4%	0.2%	-0.2%	3.6%	2.4	-0.9%	i	1.5%
COCCN(C(=O)C1CC(=O)N(Cc2ccccc2)C1)c1nc(-c2ccc([N+](=O)[O-])cc2)cs1 (stereo not given)	-9.2%	4.5%	2.5%	-12.9%	?	1.1	11.1%	i	-6.9%

Three compounds drawn at random from the list so far, as already listed:
SMILES	A549 viability	EPAC2 antagonist	Nrf2 ARE act	TGFb inhibitor	Nrf2 block	CCT modulator	EPAC2 ag	pAkt inh	Mm-Cpn inhibitor
CC1CCc2c(sc(NC(=O)c3cc(-c4ccc(Br)cc4)on3)c2C(N)=O)C1 (stereo not given)	-1.9%	·	-0.8%	-10.4%	18.9%	·	·	·	·
Cc1ccc(NC2CCCN(C(=O)CCC3=NNC(=O)CC3)C2)cc1C (stereo not given)	11.9%	-9.6%	0.1%	-10.6%	16.2%	0.8	-4.5%	i	1.7%
COCCNC(=S)NNC(=O)c1ccco1	0.5%	-0.4%	0.4%	-20.5%	29.0%	-1.1	13.9%	i	-0.4%

(list continues)
SMILES	A549 viability	EPAC2 antagonist	Nrf2 ARE act	TGFb inhibitor	Nrf2 block	CCT modulator	EPAC2 ag	pAkt inh	Mm-Cpn inhibitor
Cc1ccccc1-n1c(C)cc(/C=N/NC(=O)c2ccncc2)c1C	9.2%	-2.6%	2.1%	-25.3%	·	-0.5	9.8%	i	0.8%
CCOc1cc(C#N)c(NC(=O)CSc2nnnn2-c2ccc(OC)cc2)cc1OCC	-1.4%	-16.2%	-0.1%	8.6%	-0.2%	-1.9	-26.7%	i	0.4%
C/C(N)=C(/C#N)C(=O)COC(=O)c1ccccc1Oc1ccccc1	2.8%	-2.3%	-0.6%	-14.5%	1.5%	0.8	6.1%	i	-3.4%
COC(=O)[C@]12CCCCC=C1N(Cc1ccccc1)C(=O)[C@H](CC(=O)NCc1cccc(C(F)(F)F)c1)C2	·	-14.6%	4.5%	·	·	1.0	-1.4%	i	·
O=C(CNC(=O)C12CC3CC(CC(C3)C1)C2)NCc1ccccc1	-1.5%	-8.3%	-0.7%	-0.6%	2.6%	1.3	-1.7%	i	-0.9%
CCCN(CC(=O)Nc1ccccc1C)C(=O)c1ccc2c(c1)OCO2	-7.2%	1.8%	-0.8%	5.3%	8.3%	-0.7	4.5%	i	0.0%
N#Cc1cc(-c2ccccc2)nnc1Oc1ccccc1	-6.5%	-10.2%	3.8%	-25.0%	·	-0.7	4.3%	i	0.9%
COC(=O)c1ccc(C2C(C(=O)c3ccco3)=C(O)C(=O)N2CC2CCCO2)cc1 (stereo not given)	-4.6%	17.3%	0.3%	-0.2%	1.6%	-0.8	4.6%	i	-0.2%
Cc1cc(C(=O)N2CCC2(C)C(=O)NS(=O)(=O)c2ccc(Cl)cc2)nn1C (stereo not given)	·	-14.6%	-0.5%	-20.8%	·	0.8	-1.1%	i	·
O=C(Nc1ccc(F)cc1)c1oc2ccccc2c1NC(=O)C12CC3CC(CC(C3)C1)C2	5.4%	·	-0.6%	-12.6%	1.4%	·	·	·	·
C/C(=N\NC(=O)COc1ccccc1)c1cccs1	9.1%	0.0%	7.2%	5.3%	26.8%	-0.2	-7.5%	i	2.1%
Cc1ccc(S(=O)(=O)NC(=O)NC(C)Cc2ccccc2)cc1 (stereo not given)	-5.9%	0.3%	0.3%	15.1%	-16.9%	0.7	3.6%	i	-2.3%
O=C(NCc1ccco1)c1cc(S(=O)(=O)N2CCOCC2)c(Cl)cc1Cl	?	-3.1%	0.0%	-7.0%	18.4µM*	-67.4*	12.0%	i	1.5%
NC(=O)CNC(=O)C1CCN(S(=O)(=O)c2ccc(-n3cnnn3)cc2)CC1	0.4%	0.9%	-1.0%	-4.5%	0.3%	0.5	4.1%	i	0.6%
COc1ccc2c(c1)c(N1CCCC1=O)c(C(=O)Nc1ccc(OC)c(Cl)c1)n2C	-4.3%	·	-1.3%	20.2%	-35.3%	·	·	·	·
O=C(COCc1cc(-c2cccs2)on1)Nc1cc(Cl)ccc1O	-0.1%	·	3.55µM*	?	-11.2%	·	·	·	·
CC(=O)NC1C(=O)N(C)c2ccc(Br)cc21 (stereo not given)	-4.9%	6.7%	0.8%	-1.7%	2.5%	-0.6	2.4%	i	1.8%
CC1(c2ccccc2)NC(=O)N(CC(=O)N2CCN(S(=O)(=O)c3ccccc3[N+](=O)[O-])CC2)C1=O (stereo not given)	4.2%	-0.1%	3.1%	19.2%	1.3%	-2.3	5.7%	i	-2.6%
CCOC(=O)c1c(C)[nH]c(C)c1C(=O)COC(=O)c1cc(OC)cc(OC)c1	-1.2%	?	7.7%	5.1%	?	-2.2	18.4%	i	-6.8%
CN(Cc1ccccc1)C(=O)Cn1nc(C(F)(F)F)c2c1CCC2	2.7%	-3.0%	0.1%	4.4%	-21.2%	1.6	4.7%	i	·
S=C(NCC1CC1)N/N=C/c1ccccc1Cl	2.5%	9.2%	0.4%	0.0%	5.0%	-1.4	7.8%	i	2.4%
CCOC(=O)c1cc2sccc2n1CC(=O)c1ccc2c(c1)OCCO2	-3.4%	-22.2%	0.3%	3.9%	?	2.0	2.7%	i	-3.6%
